Screening results: PubChem, Sanford-Burnham Center for Chemical Genomics
APJ ag – activates the human apelin receptor APJ. hit rate 0.11% among 330,000. activation, % at 20 µM. P35414. AID 2520. CHO-K1 APJ PathHunter beta-arrestin, luminescence; 0% DMSO wells, 100% apelin;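 active = activation more than six SD over the plate average, tested at 20 µM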;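 note: 0% = DMSO alone and 100% = apelin-13 at 10 nM; some results filed as inactive read as strong as hits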
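assay system = CHO-K1 APJ beta-arrestin complementation cell line | input = cell density 1000 per well | dosing = compound 20 µM once, DMSO 1% | timing = compound 90 min 25 °C, reagent 1 h | measured by = luminescence from split beta-galactosidase complementation, Galacton Star/Emerald II substrate | read-out basis = APJ agonist activity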
tim23-1 inh – inhibits growth of tim23-1 mutant yeast. S. cerevisiae tim23-1 growth, BacTiter-Glo luminescence, 24 h. inhibition, % at 20 µM. hit rate 1.3% among 330,000. AID 463212;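 active = growth inhibition of the mutant yeast at or above 50%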;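 note: temperature-sensitive mutant grown at 25 °C; plate controls were DMSO-treated mutant yeast for no effect and medium wells lacking yeast for full effect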
XBP1 UPR activ – adaptive UPR (XBP1) activation; AID 463104; CHO-XBP1 luciferase reporter, IRE1-XBP1 UPR activation, luminescence; percent of tunicamycin response, DMSO as zero; hit rate 0.33% among 330,000; activation, % at 20 µM;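 active = versus positive control, 20 µM dose yields 30% or more activation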;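 note: 100% = tunicamycin at 10 µg/mL and 0% = DMSO only wells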
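Material: CHO-XBP1 cells stably carrying IRE1-XBP1-driven luciferase reporter | Medium: F12 with 10% serum | Compound dosing: 20 µM single concentration, DMSO 1% | Incubation: Overnight seeding at 37 °C, 6 h compound treatment at 37 °C | Detection: Steady-Glo luminescence read | Read-out basis: % activation of reporter signal versus tunicamycin and DMSO controls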
697 NFkB inh – lowers PMA/ionomycin-induced NF-kB signal in 697 B cells; 697 B-cell NF-kB luciferase reporter, 16 h; inhibition, % at 4 µM; hit rate 0.33% among 330,000; in the data active = inhibition above about 35%
Jurkat NFkB inh – lowers PMA/ionomycin-induced NF-kB signal in Jurkat cells; PMA/ionomycin-induced NF-kB luciferase reporter, luminescence; inhibition, % at 4 µM; hit rate 0.53% among 330,000; in the data active = inhibition above about 50%
CHOP UPR activ – activators of apoptotic arm of unfolded protein response (CHOP); CHO-CHOP luciferase reporter, UPR activation, luminescence; percent of tunicamycin response over DMSO baseline; hit rate 0.34% among 330,000; activation, % at 10 µM;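 active = at 10 µM dose, activation of 40% or more, normalized to positive control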;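 note: 100% = tunicamycin at 10 µg/mL and 0% = DMSO alone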
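assay system = CHO CHOP reporter cells | amount = 500 CHO-CHOP cells per well | buffer or medium = F12 with 10% FBS | incubation = 16-18 h cell attachment, then 6 h compound exposure, 37 °C | detection = luminescence read with Steady-Glo | read-out = percent activation relative to tunicamycin control | controls = tunicamycin high control, DMSO low control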
APJ antag – antagonists of human APJ apelin receptor; P35414; CHO-K1 APJ beta-arrestin complementation, luminescence; inhibition, % at 20 µM; hit rate 0.32% among 330,000; AID 2521;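 active = inhibition above about 40% at 20 µM, limit read from the data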;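 note: cells challenged with 10 nM apelin-13 agonist together with compound; plate controls were apelin-13 plus DMSO wells for no effect and DMSO wells lacking apelin-13 for full effect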
Mdm2 MdmX PPI – inhibitors of human Mdm2/MdmX interaction; hit rate 3% among 330,000; SaOS-2 split-luciferase Mdm2/MdmX complementation, luminescence; inhibition, % at 8 µM; O15151+Q00987; AID 485346;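 active = inhibition of at least 50% at 8 µM in the primary screen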
Target sequence (O15151 whole entry, looked up): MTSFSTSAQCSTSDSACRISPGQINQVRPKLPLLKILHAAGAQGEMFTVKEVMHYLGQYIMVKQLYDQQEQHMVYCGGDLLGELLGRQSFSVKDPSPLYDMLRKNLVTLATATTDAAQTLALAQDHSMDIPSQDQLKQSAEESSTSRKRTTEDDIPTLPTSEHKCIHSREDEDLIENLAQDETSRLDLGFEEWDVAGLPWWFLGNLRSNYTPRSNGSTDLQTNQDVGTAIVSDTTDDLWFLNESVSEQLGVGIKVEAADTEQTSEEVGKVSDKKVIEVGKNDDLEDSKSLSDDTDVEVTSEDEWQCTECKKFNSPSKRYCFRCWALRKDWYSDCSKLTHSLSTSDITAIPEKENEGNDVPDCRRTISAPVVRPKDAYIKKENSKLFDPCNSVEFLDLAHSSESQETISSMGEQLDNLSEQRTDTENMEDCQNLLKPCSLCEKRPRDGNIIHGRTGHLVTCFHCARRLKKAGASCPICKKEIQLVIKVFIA
Target sequence (Q00987 whole entry, looked up): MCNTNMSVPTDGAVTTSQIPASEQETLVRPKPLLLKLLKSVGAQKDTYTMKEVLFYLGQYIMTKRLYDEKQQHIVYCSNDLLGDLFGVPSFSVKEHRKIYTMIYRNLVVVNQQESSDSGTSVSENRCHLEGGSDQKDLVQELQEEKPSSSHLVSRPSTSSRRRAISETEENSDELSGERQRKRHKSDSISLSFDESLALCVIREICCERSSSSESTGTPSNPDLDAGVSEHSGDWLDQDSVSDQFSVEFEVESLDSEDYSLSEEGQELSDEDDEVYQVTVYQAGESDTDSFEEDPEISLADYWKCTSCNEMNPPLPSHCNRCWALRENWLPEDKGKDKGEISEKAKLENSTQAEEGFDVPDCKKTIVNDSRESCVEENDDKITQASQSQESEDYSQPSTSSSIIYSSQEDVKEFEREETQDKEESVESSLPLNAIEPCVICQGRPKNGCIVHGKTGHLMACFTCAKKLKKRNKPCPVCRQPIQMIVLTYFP
* marks the source's active call; other numbers are inactive results.

SMILES | APJ ag | tim23-1 inh | XBP1 UPR activ | 697 NFkB inh | Jurkat NFkB inh | CHOP UPR activ | APJ antag | Mdm2 MdmX PPI
COc1ccc(CNc2ccc3c(c2)nc(C)n3C)cc1OC | -2 | -15 | 0 | -11 | -12 | 0.8 | 13 | 5
COc1ccc(C2C3C(=O)N(N(C)c4ncc(C(F)(F)F)cc4Cl)C(=O)C3ON2C)cc1 (centres undefined) | -2 | 4 | -2 | 8 | -9 | -2.5 | 12 | 13
CN(Cc1nccs1)C(=O)C1CCC(=O)N(Cc2ccccc2F)C1 (centres undefined) | -2 | 9 | 2 | 5 | 2 | 2.9 | 1 | -27
O=C(CCCOc1ccccc1)NC1CCCc2ccccc21 (centres undefined) | -2 | 8 | -2 | -1 | 5 | 1.0 | -2 | -7
CNC(=S)N1CCC(c2nc3ccccc3s2)CC1 | -3 | 12 | -2 | -15 | -9 | 0.8 | -11 | 4
O=C(/C=C/c1ccc(Cl)cc1)Nn1c(-c2cccs2)nc2ccccc2c1=O | -2 | -19 | 0 | -19 | -12 | -0.5 | 6 | -15
Cc1ccc(S(=O)(=O)N2CCC(C(=O)N3CCc4ccccc43)CC2)cc1 | -1 | 10 | -3 | -3 | 4 | 1.8 | -6 | 18
Nc1cc(N)cc(C(=O)OCC(=O)Nc2cc(S(=O)(=O)N3CCCCC3)ccc2Cl)c1 | 3 | 6 | 0 | 3 | 6 | 0.9 | -16 | -1
CCOC(=O)C1(CC2CCCCO2)CCN(Cc2nc3ccccc3[nH]2)CC1 (centres undefined) | -3 | 16 | -2 | 12 | 1 | -2.1 | 1 | -10
CN1C(=O)[C@@H]2[C@H](C1=O)[C@@H]1C(=O)Nc3ccccc3C(=O)N1[C@@H]2c1cccc(Br)c1 | -3 | 6 | 0 | 16 | 13 | 2.3 | 15 | -12
CCC(C)N(C(=O)Cn1nnc2ccccc21)C(C(=O)Nc1ccc(F)cc1)c1cccc(OC)c1 (centres undefined) | -5 | 24 | -2 | 11 | -2 | -0.4 | 17 | 1
O=C(NCc1ccc(F)cc1)C(Cc1ccccc1)NS(=O)(=O)c1cccs1 (centres undefined) | 1 | 9 | -5 | -40 | -21 | -1.0 | -27 | -41
Cc1ccccc1-c1nnc(SCC(=O)NCc2ccc3c(c2)OCO3)n1C | -1 | 20 | -3 | -8 | -5 | -2.4 | -10 | -5
CC(OC(=O)Cc1coc2ccc3ccccc3c12)C(=O)Nc1ncc(Cl)cc1Cl (centres undefined) | -1 | 37 | -1 | 17 | 7 | 2.7 | 4 | -3
O=C(N/N=C/c1ccoc1)c1cc(Br)ccc1O | -1 | 12 | 1 | -5 | 12 | 3.4 | 10 | 17
Cc1c(C(=O)OCC(=O)c2ccc3c(c2)OCCO3)oc2ccccc12 | 3 | 14 | 1 | -4 | -21 | 3.2 | -10 | -8
COc1ccc(OC)c(-c2csc(NC(=O)Cc3ccccc3)n2)c1 | 7 | 47 | 2 | 5 | -15 | -0.3 | 6 | 14
Cc1noc(C)c1COc1ccccc1C(=O)NNC(=O)c1ccccc1F | -3 | 20 | -2 | 14 | -2 | 14 | 21 | 10
CCN(CC(=O)Nc1ccc(NC(C)=O)cc1)C(=O)C(c1ccccc1)c1ccccc1 | -1 | 11 | 0 | 3 | -1 | -0.4 | 7 | -38
O=C(N/N=C/c1ccc2nccnc2c1)c1ccncc1 | 2 | -13 | -2 | 12 | -13 | -0.4 | -4 | 5
Cc1ccc(NC(=O)c2ccc3c(c2)OCO3)cc1S(=O)(=O)N1CCOCC1 | -2 | 30 | 0 | -3 | -7 | 0.1 | -21 | -32
c1ccc(C2=Nc3cccnc3C(c3ccccc3)=NN2)cc1 | -1 | 13 | 1 | -13 | -17 | 5.9 | 15 | 0
CCCCCCSc1ccc([C@@H]2[C@H]3C(=O)N(C)C(=O)[C@H]3[C@]3(C(=O)OC)CCCCN23)cc1 | -4 | 19 | -1 | -14 | 11 | 2.3 | 6 | -8
Cc1ccc(S(=O)(=O)N(C)c2ccc(C(=O)N3CCOCC3)cc2)cc1 | 1 | 5 | 1 | -7 | 4 | 2.0 | -28 | 10
N#Cc1ccc2c(c1)NC(=O)C1CCCN21 (centres undefined) | -1 | 5 | -1 | 13 | -5 | -1.9 | -14 | 10
SMILES | APJ ag | tim23-1 inh | XBP1 UPR activ | 697 NFkB inh | Jurkat NFkB inh | CHOP UPR activ | APJ antag | Mdm2 MdmX PPI
CC12CCC(=O)N1C(C(=O)NNC(=O)c1ccccc1Cl)CS2 (centres undefined) | -4 | 9 | -1 | 12 | -3 | 0.0 | -14 | 27
CCOc1ccccc1NC(=O)CSc1nnc(CNC(=O)c2ccco2)o1 | 2 | 5 | -3 | -9 | -1 | -0.3 | -4 | 10
O=C(Nc1cccc(Cl)c1)N1CCOCC1 | -1 | 8 | -9 | -5 | -5 | 1.9 | -13 | 8
Cc1nn(CCOc2ccccc2)c(=O)n1-c1ccc(Cl)cc1 | -6 | 16 | 1 | 2 | -29 | 2.4 | -12 | -7
CCC(C)c1ccc(NC(=O)C2=CC=CN3CCS(=O)(=O)N=C23)cc1 (centres undefined) | -2 | -15 | 3 | -30 | -20 | 3.0 | 6 | -3
COc1cccc(-n2nc(C(C)=O)c(C#N)c2-c2ccco2)c1 | 0 | 0 | 1 | -7 | -15 | -1.5 | 7 | 15
COc1ccc(NC(=O)CCCC2CCCCC2)cc1S(=O)(=O)N1CCCCC1 | -2 | -7 | -5 | -17 | 7 | -1.6 | -12 | 8
CC(OC(=O)c1cc(=O)[nH]c2ccccc12)C(=O)c1ccccc1 (centres undefined) | -1 | 2 | -4 | 7 | 7 | -1.7 | 6 | -1
O=c1c2ccccc2nc(-c2ccc([N+](=O)[O-])cc2)n1O | -5 | 52* | -1 | 3 | 4 | 1.7 | -8 | -26
O=C(Nc1nnc(CC(=O)N2CCOCC2)s1)C1COc2ccccc2O1 (centres undefined) | -1 | 5 | 0 | 11 | -1 | -0.5 | 1 | 16
CC(C)CC1NC(=O)N(CC(=O)NC2CCCCC2)C1=O (centres undefined) | 4 | 7 | 5 | 10 | -8 | 0.8 | 22 | 2
COc1cccc(NC(=O)CSc2nc3c(sc4ccccc43)c(=O)n2CCCN2CCCC2)c1 | 7 | 12 | 5 | -36 | -26 | 6.3 | 12 | 89*
Cc1ccc(S/C=C\C(=O)c2ccccc2)cc1 | -5 | 58* | 0 | -132 | -16 | 69* | 5 | 13
COc1ccccc1-c1nnc(SCC(=O)O)n1-c1ccccc1 | -2 | -3 | 1 | 17 | 5 | 0.5 | 0 | -5
COC(=O)CCc1c(C)c(C#N)c2nc3ccccc3n2c1N1CCCC1 | 1 | -1 | 3 | -3 | 3 | -0.2 | 5 | -8
CC1C(=O)N2CCCc3cc(NC(=O)C4CCCCC4)cc1c32 (centres undefined) | -7 | 6 | 4 | 0 | 8 | -1.7 | 7 | 5
CCOC(=O)N1CCN(C(=O)c2ccc3c(=O)n(-c4ccccc4F)c(=S)[nH]c3c2)CC1 | -1 | 5 | -4 | -7 | 6 | 1.5 | 19 | -11
O=C(CCSCc1ccccc1Cl)NC1CCCCC1 | -1 | 31 | 4 | -1 | -24 | 1.2 | 3 | -8
COc1ccc(-c2nc3c(-c4ccc(Cl)cc4)cnn3cc2C)cc1F | -1 | -18 | -1 | -6 | 13 | 0.0 | -19 | 12
CC1(C(=O)N2CC3(CC(c4cccc([N+](=O)[O-])c4)=NO3)C[C@H]2C(=O)NCC(N)=O)CC1 (some centres undefined) | -4 | -10 | 0 | -12 | -15 | -3.2 | 1 | -5
O=C(c1ccccc1)c1cccc(NC(=O)C2CC2)c1 | -3 | 28 | 1 | -25 | -17 | 2.5 | -4 | 5
COc1ccc(CCNC(=O)c2ccc(COc3ccccc3OC)o2)cc1 | -4 | 0 | -2 | 5 | -4 | -1.9 | 9 | 20
O=[N+]([O-])c1ccc(CN2CCN(c3ccc4ccccc4n3)CC2)cc1 | -4 | 6 | -3 | -7 | 4 | -1.1 | 3 | -1
CC(=O)Nc1ccc(OC(=O)COc2ccc(Br)cc2)cc1 | -1 | 3 | 2 | -6 | 2 | -0.4 | 6 | 2
CC(C)Cc1[nH]c(=O)c(C#N)c2c1CCCC2 | -1 | 20 | 0 | 14 | 22 | -2.3 | 17 | 19
SMILES | APJ ag | tim23-1 inh | XBP1 UPR activ | 697 NFkB inh | Jurkat NFkB inh | CHOP UPR activ | APJ antag | Mdm2 MdmX PPI
CC1(C(=O)OCc2cc(=O)n3cc(Br)ccc3n2)CC1(Cl)Cl (centres undefined) | -1 | 41 | 4 | -86 | -37 | 4.9 | -26 | -130
N=c1ccn(Cc2ccccc2Cl)cc1 | -2 | 8 | 1 | 46* | 41 | 0.2 | 2 | 19
Cc1cccc(OCCCOc2cccc3cccnc23)c1C | -3 | 48 | 0 | -79 | -14 | 2.8 | -3 | -12
CC(C)(C)c1ccc(C(=O)NN=C2CCCC2)cc1 | 2 | 27 | 8 | -10 | -13 | -2.2 | 1 | 9
O=C(COC(=O)C12CC3CC(CC(O)(C3)C1)C2)Nc1ccc(Cl)cc1F | -3 | 10 | -1 | -4 | -56 | 6.0 | 10 | -57
Cc1cccc(-n2c(-c3ccccc3)c[nH]c2=S)c1C | -2 | 20 | -1 | -3 | 1 | 1.4 | 0 | -21
CNC(=O)COC(=O)c1nc(-n2nc(C)cc2C)ccc1Cl | -5 | 12 | -2 | 12 | 8 | 0.9 | -27 | 14
CCC(C)n1c(=N)c(C#N)cc2c(=O)n3cccc(C)c3nc21 (centres undefined) | -2 | 2 | 2 | -31 | -9 | 0.2 | -3 | 18
Cc1ccc(S(=O)(=O)N/N=C/c2cnn(C)c2C)cc1 | -4 | -16 | -2 | -7 | -5 | -0.8 | 15 | 22
N/C(Cc1ccc(Cl)cc1Cl)=N\OC(=O)Cc1cccs1 | 0 | 28 | 3 | -16 | -9 | 3.4 | -6 | -18
COCCn1c(SCC(=O)NNC(=O)c2ccc(OC)c(OC)c2)nc2ccccc2c1=O | 2 | 9 | -2 | 2 | 17 | -0.8 | 9 | 6
CCCn1nc2cc(C(=O)NCCc3cccs3)ccc2c1OCC | 8 | 11 | 7 | -23 | -45 | 5.1 | -18 | -35
CN1CCC(N(C)S(=O)(=O)c2ccc(NC(=O)c3cccc(C#N)c3)cc2)CC1 | -1 | -10 | 5 | 14 | -6 | -1.0 | 0 | -11
O=C1c2ccccc2C(=O)N1OCCOCCOCCON1C(=O)c2ccccc2C1=O | -1 | 21 | 2 | 2 | -16 | -1.1 | 6 | -8

Three entries picked at random from the list so far:
SMILES | APJ ag | tim23-1 inh | XBP1 UPR activ | 697 NFkB inh | Jurkat NFkB inh | CHOP UPR activ | APJ antag | Mdm2 MdmX PPI
CN1CCC(N(C)S(=O)(=O)c2ccc(NC(=O)c3cccc(C#N)c3)cc2)CC1 | -1 | -10 | 5 | 14 | -6 | -1.0 | 0 | -11
CC(C)(C)c1ccc(C(=O)NN=C2CCCC2)cc1 | 2 | 27 | 8 | -10 | -13 | -2.2 | 1 | 9
CC1(C(=O)OCc2cc(=O)n3cc(Br)ccc3n2)CC1(Cl)Cl (centres undefined) | -1 | 41 | 4 | -86 | -37 | 4.9 | -26 | -130

Single entries from above:
CN1CCC(N(C)S(=O)(=O)c2ccc(NC(=O)c3cccc(C#N)c3)cc2)CC1 @ XBP1 UPR activ: 5
CCCn1nc2cc(C(=O)NCCc3cccs3)ccc2c1OCC @ APJ ag: 8
COCCn1c(SCC(=O)NNC(=O)c2ccc(OC)c(OC)c2)nc2ccccc2c1=O @ CHOP UPR activ: -0.8
